ALDH1A1 block: qHTS Assay for Inhibitors of Aldehyde Dehydrogenase 1 (ALDH1A1); Purified ALDH1A1, NADH fluorescence, propionaldehyde substrate; AID 1030, 2008; Potency, µM (series often up to 75.3 µM), for inactives: at the top dose activity, negative = inhibition, usual class: inhibitors; Aldehyde dehydrogenase 1A1 (Homo sapiens), P00352; hit rate 7.3% among 220,000; active = well fitted inhibition curve with a large enough effect, not every such curve was filed as active; inconclusive = small, poorly fitted or top-dose-only effect, or another doubt; inactive = no such curve, though single readings can be large or run the other way;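 note: plate controls were no enzyme wells and a reference inhibitor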
Target sequence (P00352 whole entry, looked up): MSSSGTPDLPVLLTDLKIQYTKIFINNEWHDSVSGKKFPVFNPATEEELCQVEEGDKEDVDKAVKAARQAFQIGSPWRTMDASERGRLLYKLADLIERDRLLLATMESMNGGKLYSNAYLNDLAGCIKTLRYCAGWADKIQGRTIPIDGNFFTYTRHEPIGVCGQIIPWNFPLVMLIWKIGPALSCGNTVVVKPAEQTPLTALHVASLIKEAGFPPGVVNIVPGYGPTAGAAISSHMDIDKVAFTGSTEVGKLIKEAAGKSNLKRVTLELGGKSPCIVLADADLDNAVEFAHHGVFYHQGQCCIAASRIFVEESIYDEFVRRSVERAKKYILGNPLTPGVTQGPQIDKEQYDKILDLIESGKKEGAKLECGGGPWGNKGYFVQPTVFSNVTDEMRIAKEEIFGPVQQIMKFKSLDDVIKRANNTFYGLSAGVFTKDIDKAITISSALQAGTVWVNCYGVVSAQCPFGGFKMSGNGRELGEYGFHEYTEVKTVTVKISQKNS
Tau fluor cs: Counterscreen qHTS for Inhibitors of Tau Fibril Formation, Fluorescence Polarization. Potency, µM (highest dose often 57.7 µM), inactives show at the top dose activity change, negative = decrease. tau K18 P301L Alexa594 fluorescence, heparin fibrillization. hit rate 0.93% among 280,000; note: nearly all actives have a fitted effect of over 55% in size
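Human tau K18 P301L (15 uM unlabeled, 0.24 uM Alexa 594-labeled) in 100 mM sodium acetate pH 7 with 20 uM heparin, 6 hr at 37 C. ThT 30 uM added, 1 hr ambient; Alexa 594 FP and total fluorescence read at 555/632 nm.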
TRb SRC2 PPI: qHTS for Inhibitors of the Interaction of Thyroid Hormone Receptor and Steroid Receptor Coregulator 2; Thyroid hormone receptor beta (Homo sapiens), P10828; hit rate 0.065% among 280,000; Potency, µM (doses to about 106 µM), without a hit: top-dose activity change, negative = inhibition, usual class: inhibitors; TRbeta-SRC2 peptide binding, fluorescence polarization; receptor liganded with 1 µM T3; AID 1469, 2008;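 note: plate controls were bound peptide for no effect and peptide without receptor for full effect; nearly all actives have a fitted effect of over 50% in size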
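Compounds were added to 0.6 uM TRb ligand-binding domain and 20 nM Texas Red-labeled SRC2 peptide in Tris buffer containing 1 uM T3, incubated 5 hr at ambient temperature, then read by fluorescence polarization.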
TR SRC2 fluor cs: Total Fluorescence Counterscreen for Inhibitors of the Interaction of Thyroid Hormone Receptor and Steroid Receptor Coregulator 2. TRb/SRC2 Texas Red total fluorescence interference. Potency, µM (series often up to 106 µM), inactives show top-dose fluorescence change, negative = quenching. AID 1479, 2009. hit rate 0.29% among 280,000; active = well fitted curve in either direction with a large enough effect; inconclusive = small, poorly fitted or top-dose-only effect
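Flags fluorescent or light-absorbing compounds by total fluorescence, S + 2P, at 555 nm excitation and 632 nm emission. Mixture: 20 nM Texas Red SRC2 peptide, 0.6 uM human TRb LBD, 1 uM T3, 5% DMSO; compound exposure 5 h at ambient temperature.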
GLA spleen mod: qHTS Assay for Inhibitors and Activators of Human alpha-Galactosidase From Spleen Homogenate | Potency, µM (top dose mostly 80 µM), for the others: top-dose activity change, negative = inhibition, actives largely listed as inhibitors | hit rate 0.008% among 240,000 | Alpha-galactosidase A (Homo sapiens), P06280 | human spleen homogenate, 4MU-alpha-Gal fluorescence, 40 min;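 note: 0% = enzyme with vehicle and -100% = no enzyme basal signal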
Target sequence (P06280 32-429 limits assumed): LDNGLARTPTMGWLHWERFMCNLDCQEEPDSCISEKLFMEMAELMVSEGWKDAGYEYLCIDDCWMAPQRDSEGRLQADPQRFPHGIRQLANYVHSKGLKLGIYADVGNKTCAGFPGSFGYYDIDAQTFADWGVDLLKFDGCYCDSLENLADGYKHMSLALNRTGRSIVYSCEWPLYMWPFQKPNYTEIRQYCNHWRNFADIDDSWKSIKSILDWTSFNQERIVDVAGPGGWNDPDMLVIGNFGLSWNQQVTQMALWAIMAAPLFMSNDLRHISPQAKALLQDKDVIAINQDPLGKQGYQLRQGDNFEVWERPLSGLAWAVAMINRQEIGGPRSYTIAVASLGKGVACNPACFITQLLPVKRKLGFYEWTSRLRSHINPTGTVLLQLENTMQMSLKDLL
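Inhibition or activation of alpha-galactosidase in human spleen homogenate is scored by 4-MU fluorescence after 40 min at 37C, pH 5.0, with 1 mM substrate. AC50s come from concentration-response fitted to the Hill equation.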
Tau fibril ThT: qHTS for Inhibitors of Tau Fibril Formation, Thioflavin T Binding | Potency, µM (titrated, usually from 57.4 µM), inactives show top-dose activity, negative = inhibition, actives largely listed as inhibitors | Microtubule-associated protein tau (Homo sapiens), P10636 | hit rate 2.1% among 270,000 | recombinant tau K18 P301L, heparin-induced fibrillization, ThT fluorescence; note: nearly all actives have a fitted effect of over 55% in size
Target sequence (P10636 561-689 P618L limits assumed): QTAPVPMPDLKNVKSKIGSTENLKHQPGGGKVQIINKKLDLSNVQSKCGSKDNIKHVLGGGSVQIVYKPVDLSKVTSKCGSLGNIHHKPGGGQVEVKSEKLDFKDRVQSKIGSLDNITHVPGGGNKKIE
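Heparin-induced fibrillization of the P301L-mutant K18 repeat-domain fragment of human tau was followed by ThT binding in quantitative high-throughput format.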
L3MBTL1 inh: qHTS Assay for the Inhibitors of L3MBTL1; Lethal(3)malignant brain tumor-like protein 1 (Homo sapiens), Q9Y468; hit rate 0.66% among 230,000; Potency, µM (titrated, usually from 57.1 µM), for the others: at the highest dose activity, negative = inhibition, usual class: inhibitors; AlphaScreen L3MBTL1–H3K9me1 peptide binding; note: nearly all actives have a fitted effect of over 60% in size
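L3MBTL1 (50 nM) pre-complexed 30 min with biotinylated H3(1-15)K9me1 peptide (75 nM), then compounds added for 30 min at room temperature; AlphaScreen streptavidin donor/nickel chelate acceptor beads (10 ug/mL final) read after 30 min dark incubation.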
Tau FP inhib: qHTS for Inhibitors of Tau Fibril Formation, Fluorescence Polarization; Microtubule-associated protein tau (Homo sapiens), P10636; K18 P301L tau heparin fibrillization, Alexa594 FP, 6 h; Potency, µM (top dose mostly 57.7 µM), for inactives: at the highest dose activity, negative = inhibition, most hits filed as inhibitors; hit rate 0.39% among 280,000; AID 1468, 2008; note: nearly all actives have a fitted effect of over 55% in size
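Heparin (20 uM) drove fibril formation of recombinant tau K18 P301L, 15 uM unlabeled with 0.24 uM Alexa 594 label, for 6 hr at 37 C in 100 mM sodium acetate pH 7. Fluorescence polarization (555/632 nm) read 1 hr after 30 uM ThT.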
Active calls of the source: *; ? = inconclusive; . = not tested or not shown; [ ] = dose if it differs, or a comment. Unless noted, calls come from the whole dose curve; as a rule, active = well fitted curve in the direction sought with a large enough effect; inconclusive = small, poorly fitted or top-dose-only effect, or another doubt; inactive = no such curve, though single readings can be large; an effect the other way counts as inactive or inconclusive. Unless noted, % is set by controls: 0 for no effect and ±100 for the full control effect; potency is the fitted concentration of half-maximal effect.

cpd	Molecule	ALDH1A1 block	Tau fluor cs	TRb SRC2 PPI	TR SRC2 fluor cs
1	CSc1ncc(C(=O)NCc2cccc(C)c2)c(-c2ccccc2)n1	.	5%	6%	-17%
2	COc1ccc(OCC(=O)OCC(=O)N2CC(=O)Nc3ccccc32)cc1	5%	-8%	5%	-2%
3	Cc1ccc(C)c(N2CCN(C(=O)CCC(=O)Nc3ccc4nc(N5CCCCC5)cc(C)c4c3)CC2)c1	.	?	-3%	-1%
4	CCCC(c1nnnn1CS(=O)(=O)c1ccc(C)cc1)N1CCN(c2ccc(F)cc2)CC1 (stereo not given)	-6%	-22%	-15%	3%
5	Cc1csc2c(NC3CCN(Cc4ccccc4)CC3)ncnc12	.	?	-2%	0%
6	CCCn1c(N)c(N(CCOC)C(=O)/C=C/c2cccc(Cl)c2)c(=O)[nH]c1=O	4%	0%	2%	1%
7	Cc1c2c(nc3ccccc13)-c1cccc(=O)n1C2	?	-8%	0%	-3%
8	COc1ccc(Cl)cc1NC(=O)c1cn(C2CCCCC2)c(=O)c2c1c1ccccc1n2C	.	-6%	-4%	1%

cpd	GLA spleen mod	Tau fibril ThT	L3MBTL1 inh	Tau FP inhib
1	.	4%	.	2%
2	-12%	-3%	-5%	-5%
3	.	?	.	13%
4	-3%	1%	-13%	5%
5	6%	.	.	13%
6	2%	-1%	.	-1%
7	?	-13%	.	-5%
8	.	-2%	.	-2%

Arranged by heavy-atom count (smallest number first): some entries from above
cpd	Molecule	ALDH1A1 block	Tau fluor cs	TRb SRC2 PPI	TR SRC2 fluor cs
2	COc1ccc(OCC(=O)OCC(=O)N2CC(=O)Nc3ccccc32)cc1	5%	-8%	5%	-2%
6	CCCn1c(N)c(N(CCOC)C(=O)/C=C/c2cccc(Cl)c2)c(=O)[nH]c1=O	4%	0%	2%	1%
3	Cc1ccc(C)c(N2CCN(C(=O)CCC(=O)Nc3ccc4nc(N5CCCCC5)cc(C)c4c3)CC2)c1	.	?	-3%	-1%

cpd	GLA spleen mod	Tau fibril ThT	L3MBTL1 inh	Tau FP inhib
2	-12%	-3%	-5%	-5%
6	2%	-1%	.	-1%
3	.	?	.	13%

Single records, as listed above. Order of screens: ALDH1A1 block | Tau fluor cs | TRb SRC2 PPI | TR SRC2 fluor cs | GLA spleen mod | Tau fibril ThT | L3MBTL1 inh | Tau FP inhib
`CCCn1c(N)c(N(CCOC)C(=O)/C=C/c2cccc(Cl)c2)c(=O)[nH]c1=O` as listed: 4% | 0% | 2% | 1% | 2% | -1% | . | -1%
`COc1ccc(OCC(=O)OCC(=O)N2CC(=O)Nc3ccccc32)cc1` as listed: 5% | -8% | 5% | -2% | -12% | -3% | -5% | -5%
`CCCC(c1nnnn1CS(=O)(=O)c1ccc(C)cc1)N1CCN(c2ccc(F)cc2)CC1` (stereo not given) as listed: -6% | -22% | -15% | 3% | -3% | 1% | -13% | 5%

(cont.)
cpd	Molecule	ALDH1A1 block	Tau fluor cs	TRb SRC2 PPI	TR SRC2 fluor cs
9	CC(C)CCNC(=O)NC(=O)COC(=O)/C=C/c1cccc([N+](=O)[O-])c1	-5%	-23%	2%	-1%
10	C/C=C/c1cc(CN2CCN(c3ccccc3)CC2)c(O)c(OC)c1	4%	-24%	-2%	-4%
11	CCC1(CC)C(=O)NC(=O)NC1=NCCc1c[nH]c2ccccc12	17%	-6%	5%	0%
12	C=C1CCN([C@H](C(=O)NCc2cc(OC)c(OC)c(OC)c2)C(C)C)S(=O)(=O)c2ccccc21	.	-1%	10%	-4%
13	O=C(COc1ccccc1)NNC1=NS(=O)(=O)c2ccccc21	10%	-8%	1%	-3%
14	CCOc1ccc(CNC(=O)c2ccc(NC(=O)N3CCSc4ncccc43)cc2)cc1OC	.	-2%	-9%	0%
15	O=C(COc1cccc2cccnc12)Nc1nccs1	?	-3%	12%	0%
16	CCc1cccc(NC(=O)C2Cc3ccccc3N2C(=O)c2ccccc2)c1 (stereo not given)	.	5%	-4%	0%

cpd	GLA spleen mod	Tau fibril ThT	L3MBTL1 inh	Tau FP inhib
9	7%	-14%	-27%	5%
10	3%	?	-27%	-5%
11	10%	-7%	.	-7%
12	-6%	-4%	.	-4%
13	-2%	-4%	7%	-12%
14	.	9%	.	-8%
15	-15%	-4%	-5%	-1%
16	.	9%	.	4%

Next compounds
cpd	Molecule	ALDH1A1 block	Tau fluor cs	TRb SRC2 PPI	TR SRC2 fluor cs
17	COc1ccc(-c2ccc(-c3nnc(Cc4ccc(OC)c(OC)c4)o3)cc2)cc1	?	-1%	-2%	-2%
18	CCN(c1ccccc1)S(=O)(=O)c1cc(C(=O)Nc2ccccc2Cl)ccc1F	3%	-27%	0%	0%
19	COc1ccccc1Nc1nc(N)nc(CSCCO)n1	16%	16%	8%	-4%
20	NC(=O)c1cnn2c1NC(c1ccc(F)cc1)CC2C(F)(F)F (stereo not given)	3%	-2%	-7%	0%
21	CCOC(=O)c1c(C)c2c(n1C)CCC/C2=N\O	7%	-4%	6%	0%
22	CCCn1c(C)nc2c(N3CCOCC3)nc(C)nc21	-1%	-7%	1%	0%
23	O=C(CCS(=O)(=O)Cc1ccc(Cl)cc1)NCCCN1CCN(c2ccccc2F)CC1	?	-2%	10%	-1%
24	CCCNC(=O)CN1C(=O)NC(Cc2c[nH]c3ccccc23)C1=O (stereo not given)	9%	-1%	-9%	-1%

cpd	GLA spleen mod	Tau fibril ThT	L3MBTL1 inh	Tau FP inhib
17	4%	?	0%	-2%
18	-7%	-7%	11%	-11%
19	-5%	7%	-5%[11.4 µM]	8%
20	3%	-3%	.	-2%
21	-4%	-17%	-3%	1%
22	-3%	1%	.	4%
23	3%	-2%	.	-3%
24	4%	-4%	15%	5%

Further records:
cpd	Molecule	ALDH1A1 block	Tau fluor cs	TRb SRC2 PPI	TR SRC2 fluor cs
25	CCC1SC(N)=NC1=O (stereo not given)	11%	2%	-10%	0%
26	CCOC(=O)c1ccc(NC=C2C(=O)OC3(CCCCC3)OC2=O)cc1	?	5%	-14%	-1%
27	COc1cc(/C=N/NC(=O)c2cn(-c3cccc(C)n3)cn2)ccc1O	10%	-8%	3%	-5%
28	O=C1CC(c2ccccc2)CC(=O)C1Sc1ccc(Cl)cc1 (stereo not given)	?	-12%	3%	-4%
29	CCc1ccc(Cn2nnc(C(=O)NCc3ccccc3OC)c2N)cc1	7%	0%	-1%	-5%
30	O=C(O)/C=C/c1cn(-c2ccccc2)nc1-c1cc2ccccc2oc1=O	.	6%	-4%	-1%
31	CC1=NN(c2ccccc2)C(=O)C1C(=O)c1ccc(Cl)cc1 (stereo not given)	-3%	-11%	8%	-3%
32	CN(C)c1ccc(C(CNS(=O)(=O)c2cc(F)ccc2F)N2CCOCC2)cc1 (stereo not given)	.	?	1%	-3%

cpd	GLA spleen mod	Tau fibril ThT	L3MBTL1 inh	Tau FP inhib
25	5%	2%	.	-2%
26	9%	-5%	5%	5%
27	-6%	?	.	14%
28	9%	?	-3%	-7%
29	0%	0%	3%	-9%
30	8%	-4%	12%	1%
31	-12%	?	0%	-2%
32	.	?	.	-9%

The list continues.
cpd	Molecule	ALDH1A1 block	Tau fluor cs	TRb SRC2 PPI	TR SRC2 fluor cs
33	C/C(=N\NC(=O)C(N)=O)c1ccc(NC(=O)c2cccs2)cc1	4%	3%	-5%	-1%
34	CCS(=O)(=O)N1Cc2ccccc2CC1C(=O)Nc1nc2c(C)cccc2s1 (stereo not given)	-7%	-18%	10%	-1%
35	CCCCC/C=C\C[C@@H]1O[C@H]1/C=C/C(O)C/C=C\CCCC(=O)O (stereo not given in full)	3%	-4%	0%	-1%
36	CC(C)N(Cc1cn[nH]c1-c1ccc(-c2ccccc2)cc1)Cc1nccn1C	7%	4%	5%	-3%
37	COc1ccc(CCNC(=O)c2[nH]c(C)c(C(C)=O)c2C)cc1OC	3%	-13%	8%	-1%
38	Brc1ccccc1OCCOCCOc1cccc2cccnc12	1%	-11%	-5%	-3%
39	CCOc1ccc(C(=O)Nc2nc(C)cc(C)n2)cc1[N+](=O)[O-]	-10%	5%	-2%	0%
40	O=C(c1noc2c1CCCC2)N1CCN(C(c2ccccc2)c2ccccc2)CC1	-2%	-6%	-6%	-1%

cpd	GLA spleen mod	Tau fibril ThT	L3MBTL1 inh	Tau FP inhib
33	-4%	?	0%	-1%
34	4%	-6%	-12%	-10%
35	10%	-2%	.	-5%
36	4%	-4%	-9%	-1%
37	-1%	-24%	5%	-5%
38	6%	?	4%	-5%
39	10%	-4%	7%	-6%
40	2%	-13%	-6%[11.4 µM]	-1%

Additional records follow:
cpd	Molecule	ALDH1A1 block	Tau fluor cs	TRb SRC2 PPI	TR SRC2 fluor cs
41	COc1ccc(OCCn2cncn2)cc1	?	?	-15%	-1%
42	Cc1ccc(S(=O)(=O)Oc2ccc(N3C(=O)C4C5CCC(C5)C4C3=O)cc2)cc1 (stereo not given)	-3%	-13%	0%	0%
43	O=C(Nc1cccc(Cl)c1)C(Cc1ccccc1)n1cccc1 (stereo not given)	.	?	2%	-3%
44	CCCSc1nc2c(c(=O)n(C)c(=O)n2C)n1Cc1ccc(C)cc1	25µM*	-11%	-2%	-1%
45	O=C(Nc1nc2ccccc2s1)c1ccc(F)cc1	-1%	-5%	8%	0%
46	CC1CC(C)CN(CCCNC(=O)c2ccc3c(SCC(=O)O)c4c(nc3c2)CCC4)C1 (stereo not given)	.	-3%	0%	-3%

cpd	GLA spleen mod	Tau fibril ThT	L3MBTL1 inh	Tau FP inhib
41	1%	?	.	-7%
42	1%	-7%	-9%	-7%
43	.	10%	.	?
44	5%	-21%	0%	0%
45	7%	-1%	17%	-4%
46	-19%	.	.	5%

Assay outcomes from PubChem.
